# ABCG2 inh: inhibitors of human ABCG2 transporter, ABCB1 counter-screen | Q9UNQ0 | IgMXP3 cells, JC-1 efflux, flow cytometry | inhibition, % at 6.6 µM | hit rate 0.1% among 190,000 | AID 1325;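 active = inhibition above 80%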;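 also: 0% = DMSO and 100% = nicardipine control wells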
# Target sequence (Q9UNQ0 whole entry, looked up): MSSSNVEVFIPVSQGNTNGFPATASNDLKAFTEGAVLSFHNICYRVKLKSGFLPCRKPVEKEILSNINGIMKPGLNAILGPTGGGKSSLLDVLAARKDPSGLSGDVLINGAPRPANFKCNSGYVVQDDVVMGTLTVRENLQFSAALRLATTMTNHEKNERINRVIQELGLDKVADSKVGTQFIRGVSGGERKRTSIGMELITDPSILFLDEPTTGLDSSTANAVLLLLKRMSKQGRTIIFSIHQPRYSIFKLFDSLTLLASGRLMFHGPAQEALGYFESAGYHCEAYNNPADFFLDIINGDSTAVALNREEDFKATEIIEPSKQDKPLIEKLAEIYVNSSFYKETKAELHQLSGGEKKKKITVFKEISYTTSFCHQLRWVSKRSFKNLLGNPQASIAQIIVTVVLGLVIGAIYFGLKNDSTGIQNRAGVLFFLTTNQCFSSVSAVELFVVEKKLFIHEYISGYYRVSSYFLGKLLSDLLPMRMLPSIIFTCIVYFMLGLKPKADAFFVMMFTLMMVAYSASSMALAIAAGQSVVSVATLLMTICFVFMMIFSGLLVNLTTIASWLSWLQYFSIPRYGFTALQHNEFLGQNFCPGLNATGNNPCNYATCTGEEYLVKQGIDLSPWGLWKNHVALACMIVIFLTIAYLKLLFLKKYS
#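 Test system: IgMXP3 cells (ABCG2) mixed with DDAO far-red-labelled CCRF-Adr cells (ABCB1). Reagent: JC-1 transporter substrate. Compound dosing: single test compound dose, 6.6 µM final. Times: 10 min compound exposure, 25 °C. Detection: flow cytometry of retained JC-1 fluorescence. Read-out basis: efflux inhibition in percent versus controls. Controls: nicardipine and DMSO wells.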
# Bim-Bcl-B: human Bim-Bcl-B interaction inhibition. inhibition, % at 10 µM. bead-based flow cytometry, Bim peptide-Bcl-B binding. AID 951. Q9HD36. hit rate 0.073% among 190,000;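 also: 0% = tracer peptide without compound and 100% = reference inhibitor peptide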
# RGS4-Gao reg: modulates binding of RGS4 to human Galphao. P09471. Multiplexed bead flow cytometry; actives lie on both sides. binding response (% of control), % at 10 µM. hit rate 0.33% among 220,000. AID 1415; in the data active = binding response below about 49% or above about 150%; inactive = in between;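 also: fluorescent Galphao activated with aluminum fluoride binding bead-coupled RGS4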
# Bcl-W Bim block: inhibitors of Bim-Bcl-W interaction, human; bead-based flow cytometry, Bim peptide-Bcl-W binding; AID 952; Q92843; inhibition, % at 10 µM; hit rate 0.02% among 190,000;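 also: 0% = bound tracer without compound and 100% = peptide blocker; higher means less fluorescent Bim peptide bound to Bcl-W beads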
# Target sequence (Q92843 whole entry, looked up): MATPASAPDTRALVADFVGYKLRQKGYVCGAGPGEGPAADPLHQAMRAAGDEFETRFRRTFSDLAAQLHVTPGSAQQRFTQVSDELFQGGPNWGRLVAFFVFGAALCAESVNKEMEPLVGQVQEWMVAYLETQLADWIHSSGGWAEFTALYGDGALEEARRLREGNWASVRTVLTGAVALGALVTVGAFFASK
# GSH bead fluor: compound fluoresces at 488/530 nm on GSH beads. GSH beads flow cytometry, compound fluorescence 488/530 nm; stronger effect = higher value. fluorescence (KMESF) at 10 µM. hit rate 0.25% among 190,000. AID 1776; in the data active = fluorescence above about 89;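 also: glutathione beads carrying GST-tagged Bcl family fusion proteins plus one bare bead set; values are compound well signal with DMSO vehicle wells as background; inactives centre near 16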
# RGS7-Gao reg: human RGS7-Galphao interaction regulation; Multiplexed bead flow cytometry, RGS7-Galphao binding; actives lie on both sides; binding response (% of control), % at 10 µM; hit rate 0.35% among 220,000; AID 1439; in the data active = binding response below about 49% or above about 150%; inconclusive = no clear call, values can overlap the other calls; inactive = in between;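 also: fluorescent Galphao held in activated GDP-AlF4 state binding bead-coupled RGS7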
# Bim-Bcl-2: human Bim-Bcl-2 interaction inhibition; inhibition, % at 10 µM; Bead-based flow cytometry, Bim peptide-Bcl-2 binding; P10415; hit rate 0.06% among 190,000; in the data active = inhibition above about 40%; inconclusive = no clear call, values can overlap the other calls;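 also: 0% = no compound wells with probe peptide and 100% = reference peptide inhibitor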
# Bcl-XL Bim block: disrupts Bim peptide binding to human Bcl-XL; AID 1007; bead flow cytometry, fluorescence; inhibition, % at 10 µM; hit rate 0.04% among 190,000; Q07817
# Target sequence (Q07817 whole entry, looked up): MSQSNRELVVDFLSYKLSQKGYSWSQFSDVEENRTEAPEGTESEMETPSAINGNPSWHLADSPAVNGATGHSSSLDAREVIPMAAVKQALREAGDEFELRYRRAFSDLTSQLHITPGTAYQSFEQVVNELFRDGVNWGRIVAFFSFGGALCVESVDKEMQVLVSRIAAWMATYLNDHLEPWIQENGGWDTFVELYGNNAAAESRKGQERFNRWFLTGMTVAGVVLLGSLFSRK
# Bim-Bfl-1: disrupts Bim binding to human Bfl-1; inhibition, % at 10 µM; Bead-based flow cytometry, Bim-Bfl-1 binding inhibition; hit rate 0.12% among 190,000; Q16548; AID 1008;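 also: 0% = wells without compound plus tracer and 100% = blocker peptide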
# Avidin fluor: avidin bead compound fluorescence profile; AID 1775; fluorescence (KMESF) at 10 µM; hit rate 0.38% among 220,000; Avidin beads, compound fluorescence 488/530 nm, flow cytometry; stronger effect = higher value; in the data active = fluorescence above about 47; also: inactives centre near 10
# ABCB1 block: human ABCB1 inhibition, ABCG2 as counter-screen; hit rate 0.067% among 190,000; inhibition, % at 6.6 µM; AID 1326; CCRF-Adr cells, JC-1 efflux, flow cytometry; in the data active = inhibition above about 40%;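 also: 0% = vehicle and 100% = reference inhibitor; higher value means more JC-1 retained so stronger ABCB1 efflux block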
# Active calls of the source: *; ? = inconclusive. Rule as the data show it, unless noted: active = inhibition above about 40%.
SMILES,ABCG2 inh,Bim-Bcl-B,RGS4-Gao reg,Bcl-W Bim block,GSH bead fluor,RGS7-Gao reg,Bim-Bcl-2,Bcl-XL Bim block,Bim-Bfl-1,Avidin fluor,ABCB1 block
CCN1CC(C)C(O)(c2ccccc2)CC1C (stereo unspecified),1,-8,102,2,46,104,-5,3,-9,7,0.4
COC(/C=C/Nc1ccc(OC)cc1)=C(C#N)C#N,1,-4,100,-2,22,98,0,-4,-1,14,0.6
CC1(C)CC(O)C(C)(C)N1O (stereo unspecified),4,-5,99,1,15,101,-8,-3,-10,9,0.7
Fc1ccc(C2NCCn3cccc32)cc1 (stereo unspecified),5,-1,98,2,11,101,0,0,1,8,0.8
COc1cc(N=C2C(=O)N3c4c(cccc42)C(C)=CC3(C)C)cc(OC)c1,7,0,98,-4,15,100,-5,-3,-12,12,0.8
Cc1ccccc1OCC(=O)Nc1ccccc1CO,1,-10,102,0,25,103,-4,-1,-10,4,-0.1
CCCCOc1ccc(S(=O)(=O)Nc2cccnc2)cc1,15,-9,102,-4,29,99,-11,-8,-18,12,1.5
COc1cc2c(cc1NC(=O)Nc1ccc(C)cc1)oc1ccccc12,-1,-1,101,-2,17,102,1,1,0,35,-0.6
CCOc1ccc(C(=O)NC(=S)Nc2ccccc2OC)cc1[N+](=O)[O-],9,-6,100,-5,6,96,-5,-1,-2,2,0.7
COc1ccc(OCC(=O)Nc2ccc(NC(=O)c3ccco3)cc2)cc1,1,-2,101,-1,10,100,-8,-3,-2,39,0.3
COc1ccc2c(CC(=O)Nc3c(C)n(C)n(-c4ccccc4)c3=O)coc2c1,0,-2,101,4,68,103,0,-1,-2,8,0.2
Cc1ccc(CNC(=O)Nc2cccc(C)c2)cc1,3,0,103,-2,16,?,-2,-2,4,15,0.4
CC(=O)Nc1ccccc1OCc1nnc(-c2ccc(Cl)cc2)o1,2,-4,105,-1,17,105,-3,-1,-2,12,0.4
Cn1c(-c2ccc3c(c2)OCO3)cnc1NCc1ccccc1Cl,13,-2,98,-1,17,100,-1,-3,-1,11,0.8
COC(=O)C1=C(C)N=C2SCCC(=O)N2C1c1cccs1 (stereo unspecified),0,-1,99,0,59,98,-5,8,-4,6,0.1
CCCc1[nH][nH]c(=O)c1C(c1ccccc1)C(C#N)C#N (stereo unspecified),3,-8,94,0,37,98,-4,13,-8,7,0.1
C=CCn1c(C)cc(/C([O-])=C(/C(=S)Nc2ccc(OC(F)F)cc2)[n+]2ccc(N(C)C)cc2)c1C,3,-4,98,0,14,102,3,-3,3,9,0.2
CCOC(=O)C1CCN(Cc2c(F)cccc2Cl)CC1,1,-4,104,-1,33,105,-2,-5,-2,7,0.5
CCOc1ccc(N2CC(C(=O)Nc3ccc4c(c3)OCO4)CC2=O)cc1 (stereo unspecified),1,-6,113,-1,15,113,0,-1,-3,24,0.2
CCCCOC(=O)Nc1cc(OC)c(Cl)cc1OC,39,-3,110,-1,22,111,0,-3,-5,25,0.2
CCCS(=O)(=O)N1CCn2c(nc3ccccc32)C1,0,-5,106,-2,20,106,-3,-4,-5,8,-0.8
C#CCn1c(=NC(=O)c2ccc(Cl)s2)sc2cccc(OC)c21,-1,-1,113,0,18,110,-2,-3,-6,5,-2.4
CCOC(=O)Cc1csc(NC(=S)NC(=O)c2ccc([N+](=O)[O-])cc2)n1,45,-2,101,-1,10,102,-5,-4,-13,9,0.9
OC(COc1ccc(CNCc2cccnc2)cc1)CN1CCc2ccccc2C1 (stereo unspecified),-1,-7,104,-2,15,103,-3,-7,-5,12,-0.6
Cc1cc(C)cc(OCC(=O)N2N=C(C(F)(F)F)CC2(O)C(C)(C)C)c1 (stereo unspecified),0,-11,100,0,18,96,0,-2,13,7,0.6
NC(=O)C1(N2CCCCC2)CCN(Cc2ccc(F)cc2)CC1,1,-3,103,-1,15,104,-1,-3,5,4,0.4
Cc1ccc(F)cc1NC(=O)c1c(-c2ccccc2)noc1C,3,-4,101,0,21,94,-6,-2,-5,7,0.7
CCCC(=O)NC(C)c1nc2ccccc2n1C (stereo unspecified),0,-7,101,-2,17,103,-10,-5,-8,10,0.3
CCCOc1ccc(/C(O)=C2/C(=O)C(=O)N(CCCn3ccnc3)C2c2ccco2)cc1 (stereo unspecified),0,0,96,0,53,94,5,-2,-5,24,0.3
CCn1cc(C(=O)NCCCN2CCCCCC2)c(=O)c2cc(S(=O)(=O)N3CCc4ccccc4C3)ccc21,-1,-12,105,0,7,103,2,-3,-3,27,0.1
CCNC(=O)C12CCC(C)(C(=O)C1Br)C2(C)C (stereo unspecified),7,-9,103,-7,20,104,-10,-10,-11,14,0.2
CCC1Oc2ccccc2N(CC(=O)NCCCN2CCC(C)CC2)C1=O (stereo unspecified),3,-5,98,2,37,96,-7,-10,-9,14,1.6
CCn1c(/C=C/Nc2ccccc2)[n+](CC)c2ccc(Cl)cc21,2,-2,106,3,10,106,0,1,0,5,1.1
CCc1cccc(C)c1NC(=O)CN1C(=O)NC(Cc2ccccc2)C1=O (stereo unspecified),4,0,100,4,10,100,-1,0,-6,6,0.4
CC1Cc2ccccc2N1C(=O)CSc1nnc(Cc2ccccc2)n1CCc1ccccc1 (stereo unspecified),6,-2,106,-4,22,104,2,-5,0,13,3.5
COc1ccc2cc(C3(C)NC(=O)N(CC(=O)Nc4c(C)n(C)n(-c5ccccc5)c4=O)C3=O)ccc2c1 (stereo unspecified),-4,-6,106,-9,12,108,-3,-7,-4,9,-0.6
Cn1c(Cc2ccccc2)nnc1SCC(=O)c1cccs1,0,-10,102,3,51,100,-2,10,-6,10,0.2
O=C(CCCl)N(Cc1nc2ccccc2c(=O)[nH]1)Cc1cccs1,1,-3,93,0,10,92,-3,-2,-5,11,0.5
O=C(Nn1cnnc1)C(c1ccccc1)c1ccccc1,1,3,100,0,23,102,-1,0,-3,12,0.4
C/C(N)=C(/C#N)C(=O)COC(=O)CNC(=O)c1ccc(Cl)cc1Cl,6,-2,98,0,16,?,0,0,-3,10,0.6
CNC(=O)c1nn(-c2ccc(Cl)cc2)ccc1=O,-3,-7,105,-4,37,105,-7,-25,-11,8,-3.1
COc1ccc(C(=O)OC(C)C(=O)Nc2cc(C(F)(F)F)ccc2Cl)c(OC)c1OC (stereo unspecified),11,-6,104,-3,11,103,-5,-2,-3,8,0.9
Fc1ccccc1CSc1nnc(-c2ccccc2)o1,0,0,102,-2,21,105,-4,-1,0,7,0.0
O=c1[nH][nH]c(-c2ccccc2)c1C=Nc1ccc(C(F)(F)F)cc1,-3,0,99,-3,9,?,1,-4,2,12,-1.7
CCOC(=O)c1c(CC(C)C)csc1NC(C)=O,5,-4,102,0,40,96,-4,0,-9,15,0.7
CCCCC(=NCCc1c(C)[nH]c2ccccc12)C1=C(O)CC(c2ccccc2)CC1=O (stereo unspecified),19,-1,92,2,10,91,1,2,-2,14,5.9
O=C(CCCSc1nc2ccccc2[nH]1)NC1CCCCC1,12,0,110,0,11,108,-3,0,1,9,0.8
COc1cccc(/C=C/C(=O)OCC(=O)c2c[nH]c3ccccc23)c1OC,0,-13,107,-1,22,102,-3,1,-1,6,-0.4
Cc1ccc(C)c(N2CCN(C(c3ccncc3)c3nnnn3Cc3ccccc3)CC2)c1 (stereo unspecified),3,0,98,0,25,96,2,-1,-1,11,2.4
CC1=CC(C#N)(C#N)C(C#N)(C#N)C(c2ccccc2)N1 (stereo unspecified),1,0,96,-3,21,93,-3,1,0,39,0.2
N#C/C(=C\c1cn(CCOc2ccccc2)c2ccccc12)C(=O)NCc1cccs1,-5,-1,102,0,21,105,-2,3,0,12,-0.7
NC(=O)c1cc([N+](=O)[O-])ccc1NCCN1C(=O)c2ccc(C(=O)O)cc2C1=O,4,0,103,2,17,97,-1,-2,-7,10,1.1
COc1ccc(Cn2cc(C(=O)c3ccccc3)c(=O)c3cc(OC)ccc32)cc1,0,-11,75,-7,12,85,0,-6,1,4,1.0
COC(=O)c1sccc1NC(=O)CSc1ccccc1NC(=O)CNC(C)C,7,0,105,2,12,102,0,1,-4,6,3.1
O=C(c1ccco1)N1CCN(C(=O)c2cc3c(=O)oc4ccccc4c3s2)CC1,2,-3,90,-1,23,94,-2,-5,0,11,0.9
CC(=O)c1ccc(OC2OCCOC2Oc2ccc(C(C)=O)cc2)cc1 (stereo unspecified),3,-2,99,-1,10,97,0,-2,0,5,0.4
CCn1c(SCc2ccc(C(=O)OC)o2)nnc1-c1c[nH]c2ccccc12,3,-11,103,-6,16,98,-4,-10,-8,21,0.0
O=C(NN1C(=O)c2ccc(-c3ccc4c(c3)C(=O)N(NC(=O)c3cccnc3)C4=O)cc2C1=O)c1cccnc1,0,4,104,8,6,102,5,6,3,22,0.2
CCc1nnc(NC(=O)C2CCCN(c3nc4ccccc4s3)C2)s1 (stereo unspecified),8,0,103,0,20,100,-3,-1,1,8,2.1
CCOC(=O)C(C(C)=O)c1nc(C)nc2c1nnn2Cc1ccccc1Cl (stereo unspecified),3,0,105,-1,65,104,-3,-2,-1,7,0.6

# Grouped by structure: the compounds so far with a nitro group on carbon.
SMILES,ABCG2 inh,Bim-Bcl-B,RGS4-Gao reg,Bcl-W Bim block,GSH bead fluor,RGS7-Gao reg,Bim-Bcl-2,Bcl-XL Bim block,Bim-Bfl-1,Avidin fluor,ABCB1 block
CCOc1ccc(C(=O)NC(=S)Nc2ccccc2OC)cc1[N+](=O)[O-],9,-6,100,-5,6,96,-5,-1,-2,2,0.7
CCOC(=O)Cc1csc(NC(=S)NC(=O)c2ccc([N+](=O)[O-])cc2)n1,45,-2,101,-1,10,102,-5,-4,-13,9,0.9
NC(=O)c1cc([N+](=O)[O-])ccc1NCCN1C(=O)c2ccc(C(=O)O)cc2C1=O,4,0,103,2,17,97,-1,-2,-7,10,1.1

# Next compounds follow:
SMILES,ABCG2 inh,Bim-Bcl-B,RGS4-Gao reg,Bcl-W Bim block,GSH bead fluor,RGS7-Gao reg,Bim-Bcl-2,Bcl-XL Bim block,Bim-Bfl-1,Avidin fluor,ABCB1 block
CCC(=O)Nc1cc(NC(=O)CSc2ncc(-c3ccc(F)cc3)n2Cc2ccco2)ccc1C,1,-4,102,-2,50,104,0,6,-1,2,0.9
Cc1ccc2c(c1)nnn2C1CCN(CC(=O)N2c3ccccc3CC2C)CC1 (stereo unspecified),2,-2,94,-5,10,95,-2,-6,-2,12,1.4
O=C(Cn1c(=O)n(Cc2ccco2)c(=O)c2c3c(sc21)CCCC3)Nc1ccccc1,0,-8,102,-3,31,108,-4,-22,-5,3,0.4
O=C1C(O)CC2c3ccccc3CC3(CCCC3)N12 (stereo unspecified),1,-7,113,-3,22,111,-7,-4,-8,5,0.6
C=CCN1C(=O)/C(=C\c2ccc(C)cc2)N=C1SCC(=O)NCCC,1,-2,99,-2,16,96,0,-1,-1,11,0.4
O=C(Nc1cc(C(F)(F)F)ccc1N1CCCCC1)c1ccc(Br)o1,5,-1,102,-1,13,102,-1,0,-1,34,0.4
COc1ccc(Cl)cc1NC(=O)NC(C)C(C)(C)C (stereo unspecified),11,-4,100,-3,12,98,-5,-5,-6,7,0.3
